Bioassay records from PubChem BioAssay.
ROMK primary = modulators of human ROMK potassium channel; 130,000 compounds, 2% hits; B-score at 10 µM; P48048; AID 1918; Tet-inducible ROMK, thallium flux fluorescence; actives lie on both sides;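 active = signal ratio slope over the read window, or its plate-corrected B-score, at least 3 SD from the plate mean, either direction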;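 note: B-score of the F/F0 ratio slope over 7 to 12 s after thallium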
Target sequence (P48048 whole entry, looked up): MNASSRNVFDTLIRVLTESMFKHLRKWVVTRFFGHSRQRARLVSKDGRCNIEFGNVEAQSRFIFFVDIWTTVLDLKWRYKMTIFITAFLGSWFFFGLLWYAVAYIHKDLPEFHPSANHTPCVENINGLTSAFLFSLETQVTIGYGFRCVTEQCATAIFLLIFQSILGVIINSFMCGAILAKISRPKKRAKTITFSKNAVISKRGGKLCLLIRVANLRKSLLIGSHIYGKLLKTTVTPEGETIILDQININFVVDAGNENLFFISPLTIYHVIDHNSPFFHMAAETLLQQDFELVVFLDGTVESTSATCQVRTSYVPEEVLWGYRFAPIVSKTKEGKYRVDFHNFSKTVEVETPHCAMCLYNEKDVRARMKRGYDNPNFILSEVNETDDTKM
TLR4 MyD88 comp = blocks binding of human TLR4 to MyD88; O00206+Q99836; HeLa CL3-4 TLR4/MyD88 BLA complementation, FRET ratio; inhibition, % at 8.4 µM; 200,000 compounds, 0.18% hits; in the data active = inhibition above about 25%;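 note: 0% = vehicle and 100% = reference inhibitor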
PPARg SRC-3 ag = promotes SRC-3 coactivator recruitment by human PPARgamma | AID 731 | activation, % at 8 µM | 200,000 compounds, 0.26% hits | biochemical PPARgamma/SRC-3 coactivator recruitment assay | P37231; in the data active = activation above about 23%;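 note: 0% = DMSO and 100% = reference agonist; some compounds past the cut are filed as inactive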
Target sequence (P37231 whole entry, looked up): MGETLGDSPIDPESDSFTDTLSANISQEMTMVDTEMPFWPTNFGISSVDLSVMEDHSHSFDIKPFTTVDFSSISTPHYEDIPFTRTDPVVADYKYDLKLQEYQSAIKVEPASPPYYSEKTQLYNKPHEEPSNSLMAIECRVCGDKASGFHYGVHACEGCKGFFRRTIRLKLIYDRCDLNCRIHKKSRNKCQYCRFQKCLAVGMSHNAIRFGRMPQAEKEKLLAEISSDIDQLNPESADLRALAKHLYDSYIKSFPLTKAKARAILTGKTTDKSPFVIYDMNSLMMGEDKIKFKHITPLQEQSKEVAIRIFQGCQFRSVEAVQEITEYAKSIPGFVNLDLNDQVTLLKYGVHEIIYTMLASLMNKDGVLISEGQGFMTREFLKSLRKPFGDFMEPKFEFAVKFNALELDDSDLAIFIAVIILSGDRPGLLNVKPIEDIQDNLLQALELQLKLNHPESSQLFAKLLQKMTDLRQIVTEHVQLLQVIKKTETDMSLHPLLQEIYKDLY
TR-FRET SRC-2 ct = counter-screen for PPARgamma SRC-2 recruitment agonists: TR-FRET artefact; stronger effect = higher value; AID 1049; TR-FRET ratio at 8 µM; 200,000 compounds, 0.4% hits; in the data active = TR-FRET ratio above about 2000; note: inactives centre near 1500
S1P3 antag = S1P3 (human) receptor antagonism; Q99500; CHO S1P3 NFAT-BLA reporter, FRET fluorescence, antagonist mode; inhibition, % at 4.98 µM; 170,000 compounds, 0.27% hits;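 active = inhibition above the plate cutoff, the mean inhibition of test wells on that plate plus 3 SD, cut at about 28% in these data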;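 note: cells challenged with S1P at its EC80 of 0.8 µM; blue over green emission ratio from cleaved BLA substrate after 4 h stimulation; 0% = S1P-stimulated wells and 100% = unstimulated DMSO-only wells; some compounds past the cut are filed as inactive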
STAT3 activator = STAT3 signaling activation | U3A cells, IL-6 STAT3-luciferase reporter, luminescence; 100% = signal with IL-6 EC80 alone | activation (% of control), % at 5.6 µM | 190,000 compounds, 0.91% hits;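 active = activation above the screen-wide mean of compound activation plus 3 SD, cut at about 130% in these data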;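 note: 0% = background luminescence of wells with medium and substrate only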
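Material: STAT1-lacking human U3A cells, STAT3 luciferase reporter | Benchmarks: IL-6-only wells as 100% reference | Probe or stimulus: IL-6 (33 ng/mL) | Timing: Compound 1 h, then IL-6 6 h at 37 °C | Detection: Luminescence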
STAT3 inh = STAT3 signaling inhibition. U3A cells, IL-6 STAT3-luciferase reporter, luminescence; host cell line lacks STAT1. inhibition, % at 5.5 µM. 190,000 compounds, 0.89% hits;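 active = inhibition above the mean inhibition across all screened compounds plus 3 SD, cut at about 44% in these data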;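 note: 0% = DMSO only wells and 100% = 100 µM nifuroxazide control wells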
STAT1 blocker = reduces IFN-gamma driven STAT1 reporter signal | NIH 3T3 STAT1-luciferase reporter, luminescence | inhibition, % at 5.5 µM | 200,000 compounds, 0.35% hits | AID 920;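 active = inhibition above a set limit, the mean inhibition across all tested compounds plus 3 SD, cut at about 34% in these data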;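 note: 0% = IFN-gamma with DMSO and 100% = IFN-gamma with 300 µM nifuroxazide; values of inactives mirror those of a sister screen read the other way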
PPARg SRC2 recr = PPARgamma-driven SRC-2 recruitment agonism; P37231; PPARgamma LBD-SRC-2 recruitment, biochemical; activation, % at 8 µM; 200,000 compounds, 0.34% hits; AID 1032; in the data active = activation above about 22%;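 note: 0% = vehicle and 100% = reference agonist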
RAM network inh = inhibitors of the yeast RAM network | inhibition, % at 50 µM | 190,000 compounds, 1.8% hits | S. cerevisiae dse1pr::URA3 reporter, 5-FOA growth OD615, 2 d; analog-sensitive cbk1-as2 kinase mutant strain;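 active = inhibition above a set limit, 3 SD over mean compound inhibition, cut at about 8.4% in these data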;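 note: 0% = DMSO-only wells with no growth and 100% = 10 µM 1-NA-PP1 full growth; inhibition rescues growth on 5-FOA so higher OD means more RAM inhibition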
PPARg SRC1 recr = agonists of human PPARgamma SRC-1 coactivator recruitment; PPARgamma-SRC-1 coactivator recruitment biochemical assay; activation, % at 8 µM; AID 631; 200,000 compounds, 0.41% hits; P37231; in the data active = activation above about 19%;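 note: 0% = DMSO and 100% = reference agonist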
Numbers without * were called inactive; . = no result given.

SMILES	ROMK primary	TLR4 MyD88 comp	PPARg SRC-3 ag	TR-FRET SRC-2 ct	S1P3 antag	STAT3 activator	STAT3 inh	STAT1 blocker	PPARg SRC2 recr	RAM network inh	PPARg SRC1 recr
O=C1C=CC(=O)C(C2=C3C(=O)N(CCc4ccccc4)CC(=O)N3CCC2)=C1	-2.96*	2.7	0.0	1635	-12.7	99.3	-0.8	-5.8	-4.5	2.8	2.5
CCOC(=O)N1CCN(C(=O)c2cc3c(s2)-c2ccc(Cl)cc2S(=O)(=O)C3)CC1	0.714	7.2	7.7	1597	-6.4	96.3	9.2	3.0	-2.4	3.2	0.9
COc1ccccc1Nc1ccc(N)cc1	0.366	0.9	3.1	1749	-13.8	93.5	12.2	-7.1	18.1	3.2	5.2
CCOC(=O)N1CCN(C(=O)c2ccc3c(c2)N(CC)CCS3)CC1	.	-2.8	6.4	1666	-18.8	100.2	8.3	7.5	2.6	0.5	5.7
O=C1C2(c3ccccc3)CN(CCO)CC1(c1ccccc1)CN(CCO)C2	-0.404	2.3	-2.2	1528	.	105.8	1.0	3.0	1.4	1.7	3.4
C=CCn1c(SCC(=O)Nc2sc(C)c(C)c2C(=O)OCC)nnc1-c1sc(N)nc1C	.	-2.7	3.2	1585	11.8	116.4	-19.2	4.4	1.5	11.1*	2.4
NC1=NC(=O)/C(=C\c2ccsc2)S1	.	14.1	7.2	1434	-20.9	105.5	-2.9	-13.3	1.8	1.6	1.3
CCN(CCC(=O)O)c1ccccc1	0.431	8.7	1.2	1463	.	102.4	1.7	1.6	6.0	2.1	0.5
CCC(C)N(C(=O)CSc1ccc(NC(C)=O)cc1)C1CCS(=O)(=O)C1 (configuration not stated)	1.04	0.7	-0.9	1634	-15.4	106.9	-7.9	-6.2	-1.1	0.6	7.0
Cc1nc2c(c3c1[nH]c1ccccc13)C(=O)CC(C)(C)C2	.	4.9	12.0	1669	.	82.3	26.5	6.6	3.5	0.2	5.8
COC(=O)c1cccc(S(=O)(=O)N(Cc2ccco2)Cc2cc3cc(OC)ccc3[nH]c2=O)c1	1.03	-8.5	-0.7	1523	.	90.4	17.5	1.8	6.5	3.2	10.0
CCCCCCCCC[n+]1cccc2c3ccccc3ccc21	-5.67*	21.5	-3.8	1632	.	28.9	89.6*	31.0	-1.6	-0.1	-1.6
O=S1(=O)CCC(NC(=S)NC2CCS(=O)(=O)C2)C1 (configuration not stated)	.	1.1	-2.1	1247	-16.4	97.9	7.5	-2.3	-3.6	0.0	0.2
COc1ccc(-n2c(=S)[nH]c3ccccc32)cc1	0.358	0.8	5.9	1643	.	107.3	-5.1	0.9	4.3	-0.3	8.8
COC(=O)c1ccccc1NS(=O)(=O)c1ccc(O)c(C(=O)O)c1	.	-2.3	1.0	1564	1.8	91.1	15.0	-2.1	-2.4	0.8	-7.1
N#C/C(C(=O)N1CCOCC1)=C1/SC(Cc2ccccc2)C(=O)N1c1ccccc1 (configuration not stated)	0.613	-6.0	-4.8	1416	.	105.1	-0.3	-1.0	6.9	0.2	-1.8
CC(C)c1nnc(NC(=O)C2CCCN2S(=O)(=O)c2ccc(Cl)cc2)s1 (configuration not stated)	0.207	-2.0	-4.9	1485	-7.8	104.0	-2.0	-23.7	-8.8	4.6	-3.3
CCOc1ccc(NC(=S)NNC(=O)c2cc(Br)ccc2Cl)cc1	-0.0319	-10.9	2.7	1362	-14.7	89.9	16.1	-2.2	0.0	1.5	2.0
Cc1nn(C2CCCO2)c(=O)nc1N (configuration not stated)	-1.26	10.9	3.5	1539	-11.8	94.8	9.8	-7.2	4.2	-0.2	-1.9
CCOC(=O)C(C)Oc1ccc2c(CC)cc(=O)oc2c1C (configuration not stated)	-1.21	8.4	0.5	1472	.	93.2	13.5	7.6	5.4	1.6	7.8
Cc1ccc(C)c(OCc2nnc(NC(=O)c3ccco3)s2)c1	-0.103	-9.1	-3.0	1504	.	107.1	-3.5	0.0	4.5	4.3	-3.8
Cc1ccc(/C=N/NC(=O)c2ccccc2OCc2ccc(F)cc2)o1	0.378	3.0	-0.4	1380	2.4	90.1	14.8	-1.7	-3.3	-0.3	3.3
Cn1c(CCNC(=O)c2ccccc2F)nnc1SCC(=O)Nc1ccccc1F	0.38	1.2	2.4	1550	-22.6	105.5	-1.7	-12.4	-0.7	3.3	6.4
COc1cccc(-c2nn(-c3ccccc3)cc2CN(C)Cc2ccno2)c1	-0.625	-15.2	0.5	1522	-4.0	100.5	5.1	-2.4	-6.2	-0.8	1.0
CCCCCCOC(=O)Cc1c(C)nc(-c2ccccc2)[nH]c1=O	.	-2.7	3.6	1593	.	98.3	6.1	-1.7	5.8	0.3	-2.0
SMILES	ROMK primary	TLR4 MyD88 comp	PPARg SRC-3 ag	TR-FRET SRC-2 ct	S1P3 antag	STAT3 activator	STAT3 inh	STAT1 blocker	PPARg SRC2 recr	RAM network inh	PPARg SRC1 recr
N#C/C(=C\c1c(N2CCC(C(N)=O)CC2)nc2ccccn2c1=O)C(=O)NCc1ccco1	.	-6.5	0.7	1596	-15.6	101.6	-3.4	-0.8	5.1	-0.4	11.7
CCCn1c(SCC(=O)NC(C)C23CC4CC(CC(C4)C2)C3)n[nH]c1=O (configuration not stated)	-0.527	-7.3	3.5	1605	.	101.2	4.3	3.8	7.5	1.2	2.2
Cc1nnc(N2C(=O)C(O)=C(C(=O)c3ccco3)C2c2ccc(C(C)C)cc2)s1 (configuration not stated)	-1.57	-5.5	10.1	2173*	-12.4	94.6	14.1	-12.1	32.6*	2.8	26.9*
Cc1nn(C)cc1C(C(=O)NC1CCCCC1)N(CCc1ccccc1)C(=O)c1cnccn1 (configuration not stated)	.	3.7	-0.8	1525	-5.5	101.2	2.0	4.1	-5.2	-0.5	-8.6
O=C(COc1cccc(Br)c1)N/N=C1\CCSC1	-0.901	-0.8	-2.2	1522	-3.1	104.2	2.9	2.4	-7.2	3.1	-8.6
Cc1oc2c(c1C(=O)Nc1cccc3ccccc13)CCCC2	-2.17	-8.6	3.8	1405	.	99.2	6.6	2.0	6.1	4.0	-1.7
O=C(CCC1CCCCC1)Nc1ccccc1C(=O)N1CCOCC1	0.511	-9.2	-0.3	1469	-7.2	103.2	0.7	-4.0	-2.3	0.5	-4.6
COc1cc2[nH]c3c(N4CCC(C(N)=O)CC4)ncnc3c2cc1OC	1.52	16.2	-7.3	1684	-2.1	107.6	-4.1	-9.9	-4.5	0.9	1.8
COCCN1C(=O)c2oc3cc(C)c(C)cc3c(=O)c2C1c1ccc(O)cc1 (configuration not stated)	.	1.3	-4.1	1470	-11.8	100.4	5.5	-6.8	-5.5	.	0.5
COC(=O)c1ccc(NCC(=O)c2ccccc2)cc1	0.477	-2.3	-0.9	1470	.	107.4	-5.5	-35.3	-0.2	0.1	2.6
CCCCCCN(C(=O)CCCCCN1C(=O)NC(c2ccc(Cl)cc2)C(C(=O)OCc2ccccc2)=C1C)C(C(=O)NCCCC)c1ccc(OCC(=O)OC)c(C(=O)OC)c1 (configuration not stated)	-0.342	-8.0	1.8	1621	-10.6	106.2	-10.3	8.5	-5.8	10.2*	8.8
Cc1ccc(NC(=O)NC2CCCCC2)cc1Cl	.	8.9	-4.1	1652	-23.9	111.6	-9.5	-27.9	-5.9	0.4	-7.7
CS(=O)(=O)N1CCc2cc(-c3csc(NCC4CCCO4)n3)ccc21 (configuration not stated)	-0.62	-14.0	-7.3	1416	-14.3	115.8	-14.9	-8.7	5.5	0.7	1.2
COc1ccc(Cl)cc1NC(=O)CSc1nc2sccc2c(=O)[nH]1	-0.357	-19.8	-0.7	1459	10.7	92.5	13.5	4.3	1.2	4.9	9.4
COc1ccc(C(=O)N(C(C)C)C(C)C)c(OC)c1	.	-11.4	6.6	1623	.	100.1	1.4	-3.1	4.9	0.8	7.5
CC(C)C(=O)NC(NC(=O)C(C)C)c1ccc([N+](=O)[O-])cc1	0.277	-5.4	-3.1	1630	1.3	99.2	2.3	1.2	-4.2	3.1	2.4
O=C(CNCCCO)Nc1cc(C(F)(F)F)cc(NC(=O)CNCCCO)c1Cl	0.375	0.2	-0.3	1337	-8.8	96.0	7.6	6.7	-6.5	0.1	3.1
CC/C(=N/Nc1cccc(Cl)c1)c1cnnc(SC)n1	-1.26	11.5	1.5	1476	-8.7	99.5	5.2	-0.1	-4.0	9.0*	1.5
O=C(O)C(Cc1ccccc1)N1CCS(=O)(=O)CC1 (configuration not stated)	0.252	11.4	-3.0	1496	-22.4	103.0	-1.8	-3.8	5.2	2.5	-6.3
O=C(/C=C/c1cccc(Oc2ccccc2)c1)N1CCOCC1	-0.886	-1.7	3.6	1523	-5.6	101.4	2.3	-42.5	5.3	5.8	7.4
CC(=O)NC1(c2cccc(F)c2)CCN(C(=O)Nc2ccc(C#N)cc2)CC1	0.392	-3.1	1.9	1513	.	105.3	1.6	-2.0	-0.2	0.3	0.4
COc1ccc(Cl)cc1NC(=O)C(C)Sc1nncn1C (configuration not stated)	.	5.0	7.8	1504	.	99.1	4.7	-2.2	-1.4	1.7	5.2
Cc1cc(NC(=O)CSc2nnc(C3CC3)n2N)no1	.	-3.8	6.6	1457	-32.1	105.1	1.3	-0.1	-2.6	1.7	-3.5
Cc1ccc([N+](=O)[O-])cc1NC(=S)NC(=O)c1cccnc1	0.0385	-6.6	2.0	1421	-6.0	97.4	7.8	-4.2	-1.4	3.5	-6.4
c1ccc2cc(-c3csnn3)ccc2c1	.	-3.7	-0.4	1653	.	89.3	18.6	-4.6	4.3	1.8	2.8
SMILES	ROMK primary	TLR4 MyD88 comp	PPARg SRC-3 ag	TR-FRET SRC-2 ct	S1P3 antag	STAT3 activator	STAT3 inh	STAT1 blocker	PPARg SRC2 recr	RAM network inh	PPARg SRC1 recr
Cc1cc(C)n(CC(=O)Nc2ccc([N+](=O)[O-])cc2)n1	0.748	-3.6	-0.1	1765	-20.2	104.9	-0.3	-6.5	-2.0	2.2	3.5
CCN(CC)CCn1c(=N)n(CC(O)COc2cccc(C)c2)c2ccccc21 (configuration not stated)	-2.46	1.7	4.4	1630	-6.7	91.6	14.6	25.1	9.3	0.7	0.6
CCOc1cnc(-c2ccc(Cl)cc2)o1	.	6.0	8.2	1675	.	104.5	0.4	-44.0	3.9	0.4	6.5
CC(COc1cccc2ccccc12)CN1CCN(C)CC1 (configuration not stated)	0.184	0.8	-1.6	1622	-4.0	101.8	2.3	-2.2	-1.5	0.5	7.6
CCOC(=O)/C(C#N)=C1/C=CN(C)C=N1	.	4.6	-1.1	1416	2.9	97.1	5.9	6.6	7.4	3.2	6.3
Cc1ccc(NC(=O)CCNS(=O)(=O)c2ccc3c(c2)c(=O)n(C)c(=O)n3C)cc1C	.	12.7	2.8	1665	5.2	103.9	-2.3	-0.5	5.0	1.4	6.3
